Screening results: PubChem, several laboratories
Rpn11 block – inhibitors of human proteasome Rpn11; O00487; human 26S proteasome, Ub4-pepOG fluorescence polarization; 20S core pre-blocked with epoxomicin; calls only at 20 µM; hit rate 0.59% among 360,000;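 active = inhibition at 20 µM, scaled to each plate's controls, above about 33%, limit read from the data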
Rin1-Abl PPI inh – inhibitors of human Rin1-Abl protein interaction; hit rate 0.4% among 360,000; P00519+Q13671; inhibition, % at 7.35 µM; AID 588664; TR-FRET Rin1/Abl binding, biochemical; in the data active = inhibition above about 5%, passing the limit was not always enough
SUMO1 PPI mod – SUMO1-SIM interaction modulation | AID 602429 | SUMO1 binding to a labelled peptide, TR-FRET, 1 h | hit rate 0.33% among 360,000 | P63165 | inhibition, % at 20 µM; in the data active = inhibition above about 37%
Target sequence (P63165 whole entry, looked up): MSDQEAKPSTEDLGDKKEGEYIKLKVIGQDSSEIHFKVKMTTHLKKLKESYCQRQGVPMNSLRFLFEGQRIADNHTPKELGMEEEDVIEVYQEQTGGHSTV
CSN inh – blocks human CSN-mediated cullin deneddylation; Purified CSN, SCF-Nedd8-OG deneddylation, fluorescence polarization; inhibition, % at 12.5 µM; hit rate 0.38% among 360,000; AID 651999;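 active = pattern-corrected inhibition above about 35%, with an unprinted fluorescence ratio check between 0.5 and 1.5, limit read from the data, passing the limit was not always enough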;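 note: 0% = enzyme with substrate and 100% = substrate without enzyme; some results filed as inactive read as strong as hits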
Target sequence (Q92905 whole entry, looked up, one chain of several): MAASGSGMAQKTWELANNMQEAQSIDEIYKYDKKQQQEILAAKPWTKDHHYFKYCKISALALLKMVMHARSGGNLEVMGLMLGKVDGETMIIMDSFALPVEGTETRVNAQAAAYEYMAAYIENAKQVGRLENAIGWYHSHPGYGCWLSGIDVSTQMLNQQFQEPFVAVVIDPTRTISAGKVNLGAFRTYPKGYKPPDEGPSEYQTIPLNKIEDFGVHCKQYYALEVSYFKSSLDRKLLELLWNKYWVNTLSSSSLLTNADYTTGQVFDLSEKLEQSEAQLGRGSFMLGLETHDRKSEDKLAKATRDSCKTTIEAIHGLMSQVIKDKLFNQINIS
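Assay system: purified human Csn5 enzyme expressed in HEK293T cells; Input: 0.24 nM Csn5 enzyme, final concentration; Reagent: 10 nM SCFSkp2-Nedd8OG; Compound dosing: 12.5 µM single point; Times: reaction 90 min, room temperature; Technique: fluorescence polarization readout.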
STEP block – inhibitors of human striatal-enriched phosphatase STEP. inhibition, % at 20 µM. recombinant STEP, OMFP fluorogenic substrate, fluorescence. P54829. hit rate 0.25% among 360,000;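 active = inhibition at 20 µM, scaled per plate between control wells, above about 37%, limit read from the data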;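 note: 0% = DMSO with enzyme and substrate and 100% = substrate only without enzyme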
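System: isolated STEP enzyme; schedule: 20 min enzyme reaction at room temperature, protected from light; medium: Bis-Tris buffer pH 6.0, 2.5 mM DTT, 0.005% Tween 20; signal: fluorescence, 480/540 nm; dosing: single compound dose of 20 µM, 1% DMSO final; also added: OMFP substrate, 25 µM final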
Neddylation inh – inhibitors of human cullin neddylation; calls only at 25 µM; hit rate 0.58% among 360,000; TR-FRET cullin neddylation, biochemical; in the data active = inhibition above about 36%
DNMT1 inh – inhibitors of human DNMT1; inhibition (reported as % activation of signal), % at 10 µM; DNMT1 molecular beacon, Hinp1I cleavage, fluorescence; hit rate 0.83% among 360,000; AID 588458; P26358; in the data active = inhibition above about 50%
Scp-1 inhibitor – inhibitors of human Scp-1 phosphatase. inhibition, % at 20 µM. Recombinant Scp1, phosphopeptide, malachite green phosphate absorbance. AID 493091. hit rate 0.88% among 340,000;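 active = inhibition above about 50% at 20 µM, limit read from the data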;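 note: plate controls were DMSO wells with enzyme for no effect and wells lacking enzyme for full effect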
Target sequence (Q9GZU7 76-261 limits assumed): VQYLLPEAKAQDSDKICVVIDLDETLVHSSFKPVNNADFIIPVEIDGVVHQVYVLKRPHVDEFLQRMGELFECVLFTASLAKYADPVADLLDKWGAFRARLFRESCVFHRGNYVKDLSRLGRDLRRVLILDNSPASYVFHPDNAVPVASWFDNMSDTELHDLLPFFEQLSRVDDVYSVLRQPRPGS
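Test system – truncated SCP-1 phosphatase (76-261aa) · Reagent – Phosphorylated 17-residue peptide substrate · Incubation – 45 min room-temperature reaction, 5 min colour, 30 min stabiliser · Detection – colorimetric phosphate reagent with accelerator and stabiliser, absorbance at 630 nm · Measure – % inhibition at 20 µM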
NadD inh – inhibitors of Staphylococcus aureus NadD; inhibition, % at 20 µM; hit rate 0.78% among 360,000; purified NadD enzyme, colorimetric absorbance read-out; AID 602399; in the data active = inhibition above about 26%; note: some compounds past the cut are filed as inactive
LMPTP inh – LMPTP (human) inhibition | P24666 | recombinant LMPTP-A, OMFP fluorogenic substrate, fluorescence intensity | inhibition, % at 20 µM | hit rate 0.22% among 360,000;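 active = compounds that cut the enzyme signal by at least half of the control window in the single-dose screen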;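 note: plate controls were DMSO wells with enzyme plus substrate for no effect and substrate without enzyme for full effect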
Target sequence (P24666 whole entry, looked up): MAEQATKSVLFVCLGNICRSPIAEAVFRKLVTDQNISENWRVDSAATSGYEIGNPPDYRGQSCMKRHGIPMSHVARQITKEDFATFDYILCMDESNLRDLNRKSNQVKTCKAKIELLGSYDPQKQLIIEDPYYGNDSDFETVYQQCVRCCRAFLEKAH
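Test system – LMPTP-A phosphatase enzyme · Quantity – 0.625 nM LMPTP-A final · Reagent – OMFP substrate, 400 µM final · Dosing – one test concentration per compound, 20 µM, with 3% DMSO overall · Timing – 50 min enzyme reaction at room temperature, protected from light · Detection – fluorescence intensity · Controls – substrate-only low control, DMSO enzyme-plus-substrate high control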
Numbers without * were called inactive; i = inactive; nt = no result given. Rows were taken by chance, and some 3.8% of all compounds hit somewhere here.

Rpn11 block	Rin1-Abl PPI inh	SUMO1 PPI mod	CSN inh	smiles	STEP block	Neddylation inh	DNMT1 inh	Scp-1 inhibitor	NadD inh	LMPTP inh
i	-5	-16	1	O=C(NC(=S)N(CC1CCC1)CC1CCCO1)c1cccc([N+](=O)[O-])c1 (stereo not drawn)	16	i	-3	-7	-4	-1.5
i	2	6	0	CCOc1ccccc1NC(=O)C(NCCN(C)C)c1ccccc1 (stereo not drawn)	0	i	2	-13	-4	-5.5
i	-3	-4	-2	COCC(=O)N1CCC2CC1c1c(-c3ccc(C(F)(F)F)cc3)cccc12 (stereo not drawn)	2	i	8	8	0	-0.2
i	4	12	9	COCCCn1nnnc1SCC(=O)N1CCN(C(=O)c2ccco2)CC1	1	i	-1	-1	0	0.2
i	-3	-5	-3	O=C(O)C1CCC(=O)N1Cc1ccc(F)cc1 (stereo not drawn)	1	i	1	35	-3	-0.2
i	2	-15	7	Cc1c(N=C/C=C/c2ccccc2)cnn1C	0	i	0	-3	-2	-0.5
i	-4	3	4	C=CCSC1=NNC(c2ccc(C(C)(C)C)cc2)=NN1	4	i	2	-1	-6	-2.1
i	-2	5	1	O=S(=O)(NC1=NCCCCC1)c1ccc(F)cc1	-2	i	1	-4	-6	-2.2
i	0	0	-3	CCN(CC)S(=O)(=O)c1ccc(OC(C)C)c(NC(=O)C2=COCCO2)c1	0	i	-1	-8	-2	0.1
nt	nt	8	5	Cc1cc2nc(-c3ccccc3)c(Cc3cccc(Cl)c3)n2c(C)c1Br	nt	i	nt	nt	38*	1.9
i	3	-34	0	Cc1c(C(=O)N2CC3(CC(c4cccc(NC(=O)[C@H]5CCC(=O)N5)c4)=NO3)C[C@@H]2C(N)=O)cc([N+](=O)[O-])cc1[N+](=O)[O-] (stereo partly drawn)	-1	i	-3	-4	1	-2.4
i	4	-9	0	N#CC1=C(N)Oc2cc(N)ccc2C1c1ccccc1Cl (stereo not drawn)	-10	nt	-9	-1	-7	2.6
i	5	-3	-3	Cc1ccc(-c2nn(Cc3ccccc3)cc2C(=O)NCC2CCCO2)cc1 (stereo not drawn)	0	i	-1	-4	-7	-0.7
i	0	4	0	CCCCc1nnc2c(N(C)S(=O)(=O)c3ccccc3)nc3ccccc3n12	5	i	1	-2	2	0.1
i	4	0	-4	CSc1ncc(CN2CCN(CC=C(C)C)C(CCO)C2)cn1 (stereo not drawn)	0	i	1	-10	-2	-1.1
i	-1	-1	2	O=C(COC(=O)CCC(=O)c1cccs1)Nc1ncc(Cl)cc1Cl	-3	i	-1	-2	1	-0.3
i	-2	6	-1	COc1ccc(C(c2nnnn2C(C)(C)C)N2CCN(c3nc4ccccc4s3)CC2)cc1 (stereo not drawn)	-2	i	1	0	1	-0.9
i	-2	10	6	COc1ccc(CCNC(=O)c2cc3c(=O)n4cccc(C)c4nc3n(Cc3ccco3)c2=N)cc1OC	1	i	12	9	2	17
i	-1	0	0	COc1ccc(OC)c(NC(=O)CSc2nnnn2-c2ccccc2F)c1	2	i	-2	0	-4	0.3
i	-1	6	-4	Cc1ccc(-n2nc3c(=O)n(C(C)C(=O)NCc4ccc(Cl)cc4)nc(C)c3c2C)cc1 (stereo not drawn)	1	i	1	26	13	1.7
i	0	-1	-3	Cc1ccc(-c2nn(-c3ccccc3)cc2C(N)=O)o1	1	i	-13	-12	-3	-0.2
i	2	2	1	CC1=C(C(=O)N2CCOCC2)CC(CC(=O)NCCCN(C)C)C(=O)N1CCC1=CCCCC1 (stereo not drawn)	-3	i	7	nt	-2	-5.8
i	0	1	0	COc1ccc(NC(=O)CSc2nnc(-c3ccccc3C)n2N)cc1	5	i	4	14	-1	-0.7
i	0	4	4	CC(=O)Nc1ccc(NC(=O)C(C)Sc2nc3ccccc3c(=O)n2Cc2ccco2)cc1 (stereo not drawn)	-1	i	-1	-4	0	0.5
i	-2	-2	-11	CCOC(=O)NN1C(=O)c2ccccc2NC1c1ccccc1O (stereo not drawn)	-1	nt	-5	-2	2	-0.4
i	1	1	-7	CCOc1ccc(-c2nc(CN(Cc3ccccc3)C[C@@H]3CCC(=O)N3)c(C)o2)cc1	0	i	-1	-4	-1	1.0
i	1	7	2	CC(C)(C)NC(=O)C(=O)NN=C1CCCCCCC1	-3	i	-1	-6	-6	-1.1
i	3	2	-5	CC(=O)Nc1cccc(NC(=O)C(F)(F)F)c1	0	i	0	-7	0	-1.8
i	1	-11	-11	Cc1ccc(S(=O)(=O)NN=C2CCC(C(C)(C)C)CC2)cc1[N+](=O)[O-] (stereo not drawn)	-3	i	11	-2	3	-1.1
i	-5	-20	3	COc1ccc2c(c1)c1nnc(SCC(=O)NC3CC3)nc1n2C	0	i	-1	4	-5	0.4
i	2	-2	-1	COc1cc(CNc2ccc(O)cc2)cc(Br)c1OCc1ccccc1	1	i	-31	-4	3	17
i	-39	-30	6	CCn1c(=NC(=O)c2ccc(N3C(=O)CCC3=O)cc2)sc2c(OC)ccc(OC)c21	4	i	2	58*	11	3.6
i	3	5	4	O=C1CC(N2CCN(c3ccc(F)cc3)CC2)C(=O)N1Cc1ccccc1 (stereo not drawn)	-1	i	-4	-2	-1	-0.8
i	-2	8	3	Oc1ccc(-c2cnc3c(Nc4cccc(OC(F)(F)C(F)F)c4)nccn23)cc1	0	nt	14	nt	3	1.7
i	0	1	-1	Cc1cc(C)c(S(=O)(=O)c2ccccc2)c(=O)[nH]1	-1	i	-2	-9	-4	-0.8
i	-2	5	6	O=C(Nc1ccc(NC(=O)C2CC2)nc1)c1ccncc1	-5	i	5	1	-1	-0.1
i	-5	2	-2	CCOC(=O)NNc1ccccc1	2	i	0	-9	-3	-1.7
i	-2	0	-2	CC1(C(=O)NC2CCCC2)CCC(=O)N1Cc1cccs1 (stereo not drawn)	2	i	-2	-11	2	-0.9
i	-1	2	4	O=C(Nc1cccc(C(F)(F)F)c1)c1cnccn1	-2	i	0	-11	-4	0.4
i	0	-13	-1	C#CCOc1ccc(/C=C2/C(=O)ON=C2C)cc1Cl	1	i	1	-3	4	1.1

Gathered by group: the entries above containing an aryl methoxy group
Rpn11 block	Rin1-Abl PPI inh	SUMO1 PPI mod	CSN inh	smiles	STEP block	Neddylation inh	DNMT1 inh	Scp-1 inhibitor	NadD inh	LMPTP inh
i	-2	6	-1	COc1ccc(C(c2nnnn2C(C)(C)C)N2CCN(c3nc4ccccc4s3)CC2)cc1 (stereo not drawn)	-2	i	1	0	1	-0.9
i	-2	10	6	COc1ccc(CCNC(=O)c2cc3c(=O)n4cccc(C)c4nc3n(Cc3ccco3)c2=N)cc1OC	1	i	12	9	2	17
i	-1	0	0	COc1ccc(OC)c(NC(=O)CSc2nnnn2-c2ccccc2F)c1	2	i	-2	0	-4	0.3
i	0	1	0	COc1ccc(NC(=O)CSc2nnc(-c3ccccc3C)n2N)cc1	5	i	4	14	-1	-0.7
i	-5	-20	3	COc1ccc2c(c1)c1nnc(SCC(=O)NC3CC3)nc1n2C	0	i	-1	4	-5	0.4
i	2	-2	-1	COc1cc(CNc2ccc(O)cc2)cc(Br)c1OCc1ccccc1	1	i	-31	-4	3	17
i	-39	-30	6	CCn1c(=NC(=O)c2ccc(N3C(=O)CCC3=O)cc2)sc2c(OC)ccc(OC)c21	4	i	2	58*	11	3.6

Remaining list, next part:
Rpn11 block	Rin1-Abl PPI inh	SUMO1 PPI mod	CSN inh	smiles	STEP block	Neddylation inh	DNMT1 inh	Scp-1 inhibitor	NadD inh	LMPTP inh
i	1	-39	3	O=C(NCc1ccccn1)C1CCCN(S(=O)(=O)c2cc(Cl)ccc2Cl)C1 (stereo not drawn)	-2	i	-3	0	7	0.2
i	-2	3	-4	CC(C(=O)Nc1ccc(S(N)(=O)=O)cc1)N1CCc2ccccc21 (stereo not drawn)	-4	i	1	-1	-6	-1.4
i	3	14	-4	O=c1oc(-c2cccc(Cl)c2)nc2c1cnn2-c1ccccc1	1	i	17	-2	-9	-0.9
i	1	-3	-2	COc1ccc(-c2csc(N3CCN(C(=O)c4ccccc4)CC3)n2)cc1	3	i	-7	-9	1	1.0
i	-2	7	2	CCOc1ccc(C(=O)Nc2ccccc2-c2ccccc2)cc1Cl	4	i	-1	-9	-1	1.2
i	-2	-16	1	O=C1C=C(c2cccs2)CC(c2cccs2)C1n1cnc([N+](=O)[O-])c1 (stereo not drawn)	5	i	0	0	0	0.6
i	41*	119*	25	O=C(O)c1cccc2cccc(-c3c4ccc(=O)c(O)c-4oc4c(O)c(O)ccc34)c12	99*	i	70*	104*	83*	95*
i	-1	6	2	Cc1c(C(=O)N(CCO)Cc2ccccc2)oc2c(F)cccc12	0	i	0	-5	-3	0.3
i	-2	3	0	COc1ccc(N=C2CCCN2CC(N)=O)cc1	-4	i	14	-12	-1	-2.4
i	0	3	-3	CCN1C(=O)[C@@H]2[C@@H](c3ccc(-c4ccc(F)cc4)cc3)N3CCCC[C@@]3(C(=O)OC)[C@@H]2C1=O	1	i	-3	-6	8	1.6
i	-3	1	2	CC(=O)c1c(C)cc(C)c(CSc2nc(C)cc(=O)[nH]2)c1C	1	i	0	-3	-2	0.4
i	4	-5	1	O=C(NCC1CCCO1)/C(=C\c1cccs1)NC(=O)c1ccccc1 (stereo not drawn)	0	i	0	-8	1	-1.2
i	6	-2	2	Cc1ccc2cc(S(=O)(=O)NCCC(=O)O)ccc2c1	-1	i	6	2	3	-1.1
i	-2	53*	8	Oc1ccc(C=NNC(=S)Nc2ccc(F)cc2)c(O)c1	-5	i	-5	-10	1	1.0
i	-1	-6	-5	CCc1nc2c(OCc3cccc(Cl)c3)cccn2c1N(C)C(=O)c1ccncc1	-1	i	-1	nt	1	0.7
